SUMO1 PPI mod: modulators of human SUMO1-mediated protein-protein interactions; 0.33% of 360,000 active; SUMO1 binding to a labelled peptide, TR-FRET, 1 h; inhibition, % at 20 µM; AID 602429; in the data active = inhibition above about 37%
Target sequence (P63165 whole entry, looked up): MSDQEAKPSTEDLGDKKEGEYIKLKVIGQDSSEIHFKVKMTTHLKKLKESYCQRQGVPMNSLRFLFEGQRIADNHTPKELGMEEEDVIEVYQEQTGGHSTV
NadD inh: inhibitors of Staphylococcus aureus NadD; purified NadD enzyme, colorimetric absorbance read-out; inhibition, % at 20 µM; 0.78% of 360,000 active; in the data active = inhibition above about 26%; also: some compounds past the cut are filed as inactive
LMPTP block: blocks human LMPTP phosphatase. AID 651560. inhibition, % at 20 µM. 0.22% of 360,000 active. recombinant LMPTP-A, OMFP fluorogenic substrate, fluorescence intensity. P24666;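 active = compounds that cut the enzyme signal by at least half of the control window in the single-dose screen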;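 also: plate controls were DMSO wells with enzyme plus substrate for no effect and substrate without enzyme for full effect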
Target sequence (P24666 whole entry, looked up): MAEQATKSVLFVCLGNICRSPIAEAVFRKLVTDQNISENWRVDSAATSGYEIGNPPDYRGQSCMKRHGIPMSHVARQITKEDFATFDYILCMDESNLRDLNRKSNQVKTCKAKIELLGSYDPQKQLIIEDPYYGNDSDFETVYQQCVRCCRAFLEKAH
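Material: LMPTP-A; amount: 0.625 nM enzyme; doses: single 20 µM dose; times: reaction 50 min, room temperature, dark; technique: fluorescence intensity of OMFP turnover product; benchmarks: no-enzyme and uninhibited controls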
CendR NRP1 mod: NRP-1/CendR interaction modulation; O14786; FAM-RPARPAR peptide binding to NRP-1, fluorescence polarization; inhibition, % at 25 µM; 0.85% of 360,000 active; AID 602438;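 active = inhibition or corrected inhibition above about 18%, plus a signal ratio from 0.5 to 1.5, limit read from the data, passing the limit was not always enough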; also: strong numbers were not always called active
Rpn11 block: inhibitors of human proteasome Rpn11; human 26S proteasome, Ub4-pepOG fluorescence polarization; 20S core pre-blocked with epoxomicin; calls only at 20 µM; 0.59% of 360,000 active; AID 588493;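 active = inhibition at 20 µM, scaled to each plate's controls, above about 33%, limit read from the data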
MT1-MMP act inh: MT1-MMP (human) activation inhibition. P50281. HT1080 RFP-PRO-GFP cells, GFP/RFP ratio fluorescence, overnight; percent of plate control window, DMSO zero. GFP/RFP ratio change, % at 20 µM. 0.061% of 360,000 active;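 active = GFP/RFP ratio change of at least 30% with cell ATP level not reduced by more than half and red fluorescence within 50% of control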; also: strong numbers were not always called active
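Material: RFP-PRO-GFP reporter HT1080 cells. Dosing: single-point 20 µM compound, 1% DMSO. Controls: DMSO and RFP-L50D-GFP cell wells. Timing: cells overnight before dosing, compound overnight, 37 °C, 5% CO2. Measure: GFP/RFP fluorescence ratio.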
Scp-1 inhibitor: inhibitors of human Scp-1 phosphatase; Q9GZU7; Recombinant Scp1, phosphopeptide, malachite green phosphate absorbance; inhibition, % at 20 µM; 0.88% of 340,000 active; AID 493091;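 active = inhibition above about 50% at 20 µM, limit read from the data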;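 also: plate controls were DMSO wells with enzyme for no effect and wells lacking enzyme for full effect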
Target sequence (Q9GZU7 76-261 limits assumed): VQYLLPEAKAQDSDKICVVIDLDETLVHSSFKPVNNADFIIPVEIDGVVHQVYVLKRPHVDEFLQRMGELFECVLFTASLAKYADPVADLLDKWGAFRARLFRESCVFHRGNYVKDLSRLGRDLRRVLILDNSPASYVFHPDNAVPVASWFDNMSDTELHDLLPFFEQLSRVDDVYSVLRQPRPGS
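Material – SCP-1 phosphatase catalytic domain, residues 76-261 · Buffer or medium – Acidic Tris acetate buffer with magnesium and detergent · Also added – Phospho 17-mer peptide substrate · Compound – single 20 µM dose, 1% DMSO · Times – 45 min room-temperature reaction, 5 min colour, 30 min stabiliser · Technique – Phosphate-binding colour reagent, absorbance read at 630 nm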
STEP block: blocks human striatal-enriched tyrosine phosphatase | P54829 | recombinant STEP, OMFP fluorogenic substrate, fluorescence | inhibition, % at 20 µM | 0.25% of 360,000 active;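 active = inhibition at 20 µM, scaled per plate between control wells, above about 37%, limit read from the data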;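 also: 0% = DMSO with enzyme and substrate and 100% = substrate only without enzyme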
Target sequence (P54829 whole entry, looked up): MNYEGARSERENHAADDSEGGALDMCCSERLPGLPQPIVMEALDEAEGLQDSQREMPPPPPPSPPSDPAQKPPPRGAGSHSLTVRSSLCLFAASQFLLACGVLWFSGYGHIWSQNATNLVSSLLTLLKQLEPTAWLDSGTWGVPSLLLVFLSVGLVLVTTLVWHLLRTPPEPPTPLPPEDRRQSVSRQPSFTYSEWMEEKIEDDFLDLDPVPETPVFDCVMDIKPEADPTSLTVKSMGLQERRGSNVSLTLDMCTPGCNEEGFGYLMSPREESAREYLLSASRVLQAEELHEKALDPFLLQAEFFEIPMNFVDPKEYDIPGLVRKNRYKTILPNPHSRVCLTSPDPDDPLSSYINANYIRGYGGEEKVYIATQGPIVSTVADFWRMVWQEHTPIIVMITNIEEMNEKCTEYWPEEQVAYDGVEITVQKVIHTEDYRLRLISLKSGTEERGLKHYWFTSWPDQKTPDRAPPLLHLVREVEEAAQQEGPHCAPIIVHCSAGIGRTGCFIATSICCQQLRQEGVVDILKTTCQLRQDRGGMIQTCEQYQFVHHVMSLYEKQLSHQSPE
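material = STEP tyrosine phosphatase | reagent = fluorogenic phosphatase substrate OMFP at 25 µM final | doses = single compound dose of 20 µM, 1% DMSO final | schedule = 20 min reaction, room temperature, in the dark | measured by = fluorescence, 480/540 nm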
DNMT1 block: inhibitors of human DNMT1 | P26358 | DNMT1 molecular beacon, Hinp1I cleavage, fluorescence | inhibition (reported as % activation of signal), % at 10 µM | 0.83% of 360,000 active | AID 588458; in the data active = inhibition above about 50%
SKN-1 block: inhibitors of C. elegans SKN-1 | 0.49% of 360,000 active | inhibition, % at 21.8 µM | C. elegans VP596 Pgst-4::GFP/RFP ratio, acrylamide-induced, 24 h;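 active = interference check ratio from 0.5 to 1.5 plus GFP to RFP signal ratio inhibition reaching or exceeding a fixed threshold, cut at about 30% in these data, passing the limit was not always enough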; also: some compounds called inactive have numbers as strong as hits
An asterisk follows results filed as active; i = inactive; . = no result given; + = active, no number; & = joins results of further samples.

SMILES	SUMO1 PPI mod	NadD inh	LMPTP block	CendR NRP1 mod	Rpn11 block	MT1-MMP act inh	Scp-1 inhibitor	STEP block	DNMT1 block	SKN-1 block
COc1ccc(C(=O)Nc2ccc(O)c3c(=O)cc(-c4cccc(Cl)c4)oc23)cc1	5	4	5.5	-8	i	1	-4	2	29	1
CC(C)OC(=O)c1c(NC(=O)CCC(=O)O)sc2c1CCCCC2	0	4	0.8	-4	i	2	-1	-1	-1	3
Cc1ccc(NC(=O)CS(=O)CC(=O)NCC2OCCc3ccccc32)c(C)c1 (stereo not given)	3	-2	-1.4	-3	i	0	1	-3	2	-13
COC(=O)c1ccc(COC(=O)C2CCN(S(=O)(=O)c3ccc(C)c(C)c3)CC2)o1	4	-9	1.2	15	i	6	5	2	-1	-11
NNc1ncnc2scc(-c3ccc(Cl)cc3)c12	1	3	-1.5	9	i	-7	0	0	-2	21
COc1ccccc1CN1CC(C(=O)N(C)CCc2nc3ccc(F)cc3[nH]2)CCC1=O (stereo not given)	2	-5	-1.0	5	i	1	-9	0	-4	-7
O=C(O)CC1(CC(=O)Nc2ccc(Br)cc2)CCCCC1	3	3	-0.7	5	i	2	-9	4	1	4
OC(CON=C1c2ccccc2-c2ccccc21)CN1CCNCC1 (stereo not given)	-10	-5	-3.4	-13	i	-5	-2	-1	10	-8
COc1ccccc1CCC(=O)N1CCN(C(=O)c2ccccc2)CC1	-3	-8	-2.4	-8	i	1	0	0	2	0
CCN(CC)C(=O)c1sc2nc(-c3cccs3)cc(-c3cccs3)c2c1N	-21	73*	0.8	-34	i	-16	-16	0	-6	0
Cc1c(NC(=O)CN2C(=O)c3ccc([N+](=O)[O-])cc3C2=O)c(=O)n(-c2ccccc2)n1C	-13	-5	-1.4	3	i	1	-1	3	-2	-4
O=C(c1ccc2c(=O)n3c(nc2c1)CCCCC3)N1CCN(Cc2ccccc2)CC1	2	-5	-1.9	3	i	-1	-2	-2	3	2
CCCOc1ccc(Cc2c(Cl)nc(SC)nc2N(C)C)cc1	8	12	2.1	-3	i	-8	-6	3	1	14
COC(=O)CNC(=O)CNC(=O)c1nn(-c2ccc(OC)c(Cl)c2)c(=O)c2ccccc12	-12	2	-1.3	-7	i	9	-2	0	0	25
Cc1ccc(C(=O)NCCN2CCOCC2)cc1S(=O)(=O)N1CCCCC1	-3	-4	-0.9	9	i	-2	-5	0	-1	0
O=C(Nc1ccc(Cl)cc1Cl)NC1CCN(S(=O)(=O)c2ccc(F)cc2)CC1	3	11	5.6	12	i	0	-22	3	-7	-7
O=C(Oc1ccccc1)c1ccc2nsnc2c1	-17	-2	-1.3	20	i	3	-3	3	5	-5
N#CC(c1ccc(O)cc1)N1CCOCC1 (stereo not given)	-2	-4	-1.4	-6	i	-1	-4	3	-1	-6
O=C(Nc1ccc(C(=O)Oc2ccccc2)c(O)c1)c1ccco1	-3	-5	2.2	-7	i	4	1	-4	-7	2
Cc1ccc(/C=C/C(=O)c2cc(Br)ccc2OC(=O)c2ccco2)cc1	1	-4	3.4	-8	i	3	-15	0	6	-39
O=C(COC(=O)c1ccc2c(c1)OCO2)Nc1ccccc1Cl	4	-7	-1.4	4	i	2	-5	-2	1	1
CCOc1cc(C2C(C#N)=C(N)OC3=C2C(=O)CC(C)(C)C3)cc([N+](=O)[O-])c1O (stereo not given)	-18	-5	-4.9	18	i	2	-4	1	-3	10
CCN(CC)CCN1C(=O)C(=O)/C(=C(/O)c2cccc(OC)c2)C1c1ccccn1 (stereo not given)	-3	2	-3.9	-3	i	3	3	-2	-3	11
CN1CCC(N(C)C(=S)NCCc2ccccc2)CC1	-1	-8	-2.0	-7	i	-2	-6	13	-3	-1
Cc1cc(C)c(S(=O)(=O)c2ccccc2C)c(N(C)C)n1	-2	-2	-0.9	6	i	12	-7	4	-6	21
Cc1nc(C(F)(F)F)ccc1C(=O)NCC(O)c1ccccc1 (stereo not given)	-3	-5	-0.1	16	i	-6	-4	2	0	22
O=[N+]([O-])c1cccc(/C=C/c2nc(C=Nc3ccccc3)c(O)o2)c1	-5	0	-1.0	-18	i	-78	-10	-3	1	-22
CCS(=O)(=O)N1CCc2cc(OC)c(OC)cc2C1	-3	-2	-1.5	7	i	4	-8	1	-2	22
O=C(c1ccccc1)[C@@H]1[C@@H]2C(=O)N(c3ccc(F)cc3)C(=O)[C@@H]2C2CCCN21 (stereo not given in full)	-9	4	-1.5	9	i	-26	-8	0	-5	-5
Cc1ccnc(SCC(=O)Nc2sccc2C#N)n1	8	5	0.7	2	i	1	4	-1	1	13
Cc1c(Cl)cnc(NC(=O)COC(=O)c2cc3c(s2)CCC(C)C3)c1Cl (stereo not given)	0	3	-0.9	-12	i	1	-7	-3	18	13
O=S(=O)(c1ccc2nnn(O)c2c1)N1CCOCC1	0	1	-1.2	8	i	-2	-9	-4	8	5
CCSc1nc(-c2ccccc2)nc2c1CCCC2	2	1	1.8	7	i	2	-3	1	10	4
CC1(C)CC(=O)C2=C(C1)NC(=O)NC2c1ccccc1Cl (stereo not given)	-6	-4	0.6	-2	i	1	-6	-1	5	-6
CC(=O)N(C)c1ccc(C=C2C=Cc3ccccc32)cc1	-28	2	1.4	4	i	5	-2	2	-6	4
Cc1nn(-c2ccccc2)c(Cl)c1/C=C/C(=O)c1ccc(O)cc1	9	-3	3.5	-6	i	-7	-8	0	-4	-4
O=C(NCc1ccco1)c1ccc2[nH]c(=O)c(=O)[nH]c2c1	6	2	0.2	11	i	0	3	1	4	8
Cc1ccc(S(C)(=O)=O)cc1C(=O)OCC(=O)N(Cc1ccccc1)Cc1ccccc1	7	-3	3.6	-2	i	-2	-13	3	-3	1
CCOC(=O)C1(CCOc2ccccc2)CCN(CCCn2cccn2)CC1	3	7	0.4	-13	i	2	6	2	-1	14
c1ccc(CNc2ncnc3ccccc23)cc1	-4&-3	0&3	13&14	4&-7	i	-4&-4	-5&-1	-2&-1	-1&2	25&5
CCOC(=O)c1ccc(NC(=O)c2nc[nH]c2C(=O)N[C@@H](Cc2ccccc2)C(=O)OC(C)(C)C)cc1	1	4	1.6	-2	i	-10	-4	1	-20	9
C/C(CC(=O)Nc1ccc(N(C)C)cc1)=N\NC(=O)Cc1csc(N)n1	-3	4	0.7	7	i	2	-1	3	-2	-1
CCN(CC)c1ccc(NC(=O)CN2C(=O)CSc3ncccc32)c(C)c1	-4	1	-0.6	-9	i	-3	-6	-1	0	3
O=S(=O)(CCNCCc1ccccc1)NC1CCCCC1	-2	-3	-1.7	-8	i	3	-5	0	1	-12
CC(=O)Nc1ccc(NC(=O)c2cccc(S(=O)(=O)N(C)C3CCCCC3)c2)cc1	8	-5	1.3	-13	i	2	-8	0	-1	-11
CC(C)Sc1nc(-c2cccs2)nc2cc(Cl)ccc12	6	6	1.8	-3	.	2	.	.	.	1
CCS(=O)(=O)c1ccc2oc(Nc3ccccc3Cl)nc2c1	0	-1	-0.6	3	i	1	4	2	-3	11
COc1ccc(NS(=O)(=O)c2ccc(N3CCOCC3)c(N)c2)cc1	0	0	0.4	2	i	9	27	-2	2	9
Cc1ccccc1C(=O)N1CCC(n2nccc2NC(=O)C2CC2)CC1	5	3	-1.2	-8	i	-2	-4	1	-4	14
COc1ccc(S(=O)(=O)N2CC(O)CC2C(=O)OCc2nc3sc(C)c(C)c3c(=O)[nH]2)cc1 (stereo not given)	9	5	-1.4	-71	+	-15	-1	-2	4	-4

3 structures from above, sorted by molecular weight, ascending:
SMILES	SUMO1 PPI mod	NadD inh	LMPTP block	CendR NRP1 mod	Rpn11 block	MT1-MMP act inh	Scp-1 inhibitor	STEP block	DNMT1 block	SKN-1 block
CCS(=O)(=O)c1ccc2oc(Nc3ccccc3Cl)nc2c1	0	-1	-0.6	3	i	1	4	2	-3	11
C/C(CC(=O)Nc1ccc(N(C)C)cc1)=N\NC(=O)Cc1csc(N)n1	-3	4	0.7	7	i	2	-1	3	-2	-1
CCOC(=O)c1ccc(NC(=O)c2nc[nH]c2C(=O)N[C@@H](Cc2ccccc2)C(=O)OC(C)(C)C)cc1	1	4	1.6	-2	i	-10	-4	1	-20	9

New compounds follow
SMILES	SUMO1 PPI mod	NadD inh	LMPTP block	CendR NRP1 mod	Rpn11 block	MT1-MMP act inh	Scp-1 inhibitor	STEP block	DNMT1 block	SKN-1 block
O=C(NC1CCCC1)C(c1cccnc1)N(C(=O)c1csnn1)C1CC1 (stereo not given)	2	-4	-1.3	3	i	-2	-6	-3	0	-2
COc1ccc(NS(=O)(=O)c2ccc(Cl)c(NC(=O)c3cccnc3Cl)c2)cc1	2	-7	-0.1	2	i	2	1	1	-1	-18
Cc1nn(-c2ccccn2)c(C)c1Oc1ccccc1O	2	1	-0.3	2	i	0	0	0	-1	4
Clc1ccc(COn2c(-c3ccc(Cl)cc3Cl)nc3ncccc32)cc1	0	14	3.8	4	i	-7	10	-4	-5	29
CSc1ccc(CCNC(=O)Cn2ncc3c([nH]c4ccccc43)c2=O)cc1	4	4	1.8	2	i	0	-6	0	16	-20
c1ccc(-c2nccc(-c3ccc(-n4cnc5ccccc54)cc3)n2)cc1	-5	-3	8.9	-22	i	4	0	5	82*	-5
Cc1ccccc1N1CCN(C(=O)c2cccnc2)CC1	-3	1	-1.3	3	i	2	1	-1	5	15
O=C(Cn1c(-c2ccccc2)c[n+]2ccsc12)c1ccccc1	-1	0	0.3	7	i	0	-4	-2	2	3
Cc1ccc(-c2nc(N)n(C(=O)c3cccs3)n2)cc1	4	-5	-0.5	1	i	0	-7	0	3	4
Cc1nn(C)c(C)c1/C=C(/C(=O)C(C)C)n1cncn1	1	-3	0.3	9	i	-1	-2	-1	0	-5

Just STEP block and SUMO1 PPI mod, for some of the entries so far:
Compound | STEP block | SUMO1 PPI mod
O=C(c1ccccc1)[C@@H]1[C@@H]2C(=O)N(c3ccc(F)cc3)C(=O)[C@@H]2C2CCCN21 (stereo not given in full) | 0 | -9
Cc1ccnc(SCC(=O)Nc2sccc2C#N)n1 | -1 | 8

More structures.
SMILES	SUMO1 PPI mod	NadD inh	LMPTP block	CendR NRP1 mod	Rpn11 block	MT1-MMP act inh	Scp-1 inhibitor	STEP block	DNMT1 block	SKN-1 block
CCc1nnc(NS(=O)(=O)c2ccc(NC(=S)NC(=O)c3ccccc3)cc2)s1	10	3	0.2	-16	i	-2	-11	2	8	-8
O=C1C(=O)N(Cc2cccnc2)C(c2cccc(F)c2)/C1=C(/O)c1ccc2c(c1)OCO2 (stereo not given)	-4	8	-0.3	6	i	1	1	-2	0	-10
N#Cc1cccnc1N1CCN(C(=O)c2ccc3c(c2)S(=O)(=O)c2ccccc2C3=O)CC1	-50	0	-0.5	10	i	2	2	2	-3	0
CCCn1c(SCC(=O)NCc2ccccc2)n[nH]c1=O	4	-6	-1.4	-4	i	0	-7	-3	-2	-3
Cc1ccc(-c2noc(CCC(=O)N3CCN(c4cccc(C(F)(F)F)c4)CC3)n2)cc1	-1	6	7.1	23	i	-5	-11	1	-7	5

Source: PubChem BioAssay

Random draw from the library. About 3.9% of those tested had a hit in this group.
